ASAP1 inh: blocks human ASAP1-stimulated Arf1 GTP hydrolysis | Q9ULH1 | GDP FP detection | inhibition, % at 16.5 µM | actives 0.19% (n = 360,000); in the data active = inhibition above about 25%;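 also: 0% = vehicle with enzyme and substrate and 100% = no enzyme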
PLCb3 inh: blocks human PLC-beta3 enzyme activity; actives 0.18% (n = 370,000); Q01970; Purified PLC-beta3, fluorogenic substrate, fluorescence; AID 720704; inhibition, % at 12.2 µM; in the data active = inhibition above about 11%;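 also: 0% = median of compound wells on plate and 100% = full blocker control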
Tn6 DDE FP: disrupts Tn6 cyclic peptide binding to fibrin D-Dimer-E complex; P02675; Fibrin DD(E) TRITC-Tn6 fluorescence polarization displacement; inhibition, % at 8.3 µM; actives 0.21% (n = 370,000); AID 720509;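 active = inhibition above a per-campaign cutoff: mean of compounds within control limits plus 3 SD, cut at about 15% in these data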;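 also: 0% = median of all compound wells on the plate and 100% = blocking peptide control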
Target sequence (P02675 whole entry, looked up): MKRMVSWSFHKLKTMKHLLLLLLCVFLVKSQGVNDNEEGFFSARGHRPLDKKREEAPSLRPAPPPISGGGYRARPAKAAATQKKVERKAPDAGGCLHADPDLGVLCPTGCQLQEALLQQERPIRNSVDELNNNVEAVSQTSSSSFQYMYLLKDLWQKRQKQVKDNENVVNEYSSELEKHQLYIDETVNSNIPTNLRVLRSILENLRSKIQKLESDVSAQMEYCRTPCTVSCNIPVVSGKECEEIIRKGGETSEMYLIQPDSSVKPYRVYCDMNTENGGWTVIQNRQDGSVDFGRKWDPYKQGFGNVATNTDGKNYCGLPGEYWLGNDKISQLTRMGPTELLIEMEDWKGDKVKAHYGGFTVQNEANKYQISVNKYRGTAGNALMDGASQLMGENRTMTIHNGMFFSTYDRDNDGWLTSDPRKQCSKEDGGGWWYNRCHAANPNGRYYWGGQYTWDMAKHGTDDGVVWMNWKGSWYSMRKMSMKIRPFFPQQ
DDE Tn7 FP inh: disrupts Tn7 cyclic peptide binding to fibrin D-Dimer-E complex | inhibition, % at 8.3 µM | actives 0.13% (n = 370,000) | AID 720508 | FP displacement of FITC-Tn7 peptide from fibrin DD(E); 0% = median of compound wells per plate;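 active = inhibition above the mean of compounds falling within the control limits plus 3 SD of them, cut at about 14% in these data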;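 also: 0% = plate median of compound wells and 100% = 10 µM Aha-Tn7 peptide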
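Also added: labelled Tn7 tracer, 0.1 µM; Assay system: human fibrin DD(E) protein; Amount: 2 µM fibrin DD(E); Schedule: 10 min compound pre-incubation, 3 h probe incubation at room temperature; Repeats: one replicate per compound; Read-out basis: percent inhibition; Measured by: fluorescence polarization of the labelled Tn7 tracer.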
ADAM10 inh: inhibits human ADAM10; O14672; recombinant ADAM10, EDANS/DABCYL FRET peptide cleavage, 3 h; inhibition, % at 7 µM; actives 0.62% (n = 370,000); AID 720582;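 active = inhibition above a per-campaign cutoff equal to the mean of compounds falling between control-based bounds plus 3 SD, cut at about 20% in these data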;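 also: 0% = DMSO wells while the 100% control is not disclosed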
PLCg1 inh: inhibitors of human phospholipase C gamma1; purified PLC-gamma1, fluorogenic substrate, fluorescence; actives 0.84% (n = 370,000); inhibition, % at 12.2 µM; AID 720700; in the data active = inhibition above about 9.5%
ARFGAP1 inh: inhibits rat ARF GTPase activating protein 1 | inhibition, % at 16.5 µM | Arfgap1-stimulated ARF1 GTP hydrolysis, GDP FP detection | AID 651572 | actives 0.26% (n = 360,000) | Q62848;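 active = inhibition above a per-plate limit, mean inhibition of low control wells plus 3 SD, cut at about 25% in these data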;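 also: 0% = DMSO wells with enzyme and 100% = wells lacking Arfgap1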
Target sequence (Q62848 1-136 limits assumed): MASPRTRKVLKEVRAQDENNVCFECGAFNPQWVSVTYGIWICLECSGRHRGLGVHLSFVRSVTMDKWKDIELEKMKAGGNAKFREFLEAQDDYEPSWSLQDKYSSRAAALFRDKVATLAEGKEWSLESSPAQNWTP
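Material – truncated rat Arfgap1 GAP domain · Buffer or medium – HEPES-based buffer, pH 7.5 · Reagent – human ARF1(Δ1-17)-GTP substrate · Dosing – 16.5 µM single point, 1.26% DMSO · Schedule – GTP hydrolysis reaction 2 h at 25 °C · Technique – GDP detection by fluorescence polarization · Benchmarks – No-Arfgap1 wells (100%) versus DMSO full-reaction wells (0%) · Repeats – single replicate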
TDP2 absorb: TDP2 (human) inhibition, absorbance primary screen | recombinant TDP2, T5PNP hydrolysis, p-nitrophenol absorbance 415 nm | inhibition, % at 12.8 µM | actives 0.34% (n = 370,000);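 active = inhibition above the mean of all tested compounds plus 3 SD, set per campaign, cut at about 25% in these data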;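 also: 0% = DMSO with enzyme and 100% = buffer with substrate but no TDP2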
Target sequence (O95551 whole entry, looked up): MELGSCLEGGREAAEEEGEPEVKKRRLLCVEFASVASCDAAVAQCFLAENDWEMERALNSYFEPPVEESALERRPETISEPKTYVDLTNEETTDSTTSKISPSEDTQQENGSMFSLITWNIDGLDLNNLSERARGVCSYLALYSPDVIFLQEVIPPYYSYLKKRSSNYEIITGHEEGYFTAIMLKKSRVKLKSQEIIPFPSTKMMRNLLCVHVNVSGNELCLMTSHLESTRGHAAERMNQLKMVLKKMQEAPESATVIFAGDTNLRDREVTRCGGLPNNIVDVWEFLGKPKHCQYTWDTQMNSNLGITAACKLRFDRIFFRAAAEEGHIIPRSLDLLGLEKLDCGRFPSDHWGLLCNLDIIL
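System: recombinant human TDP2 / Amount: 120 nM TDP2 per well / Also added: 5 mM T5PNP chromogenic substrate / Doses: 12.8 µM single point, 1% DMSO / Incubation: 2 h at 37 °C / Detection: p-Nitrophenol epi absorbance / Evaluation: % inhibition relative to enzyme-containing and enzyme-free wells / Repeats: singlicate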
ADAM17 inh: inhibitors of human ADAM17; P78536; recombinant ADAM17, EDANS/DABCYL FRET peptide cleavage; inhibition, % at 6.95 µM; actives 0.83% (n = 370,000);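 active = inhibition above the mean of compounds lying between control limits plus 3 SD, set per campaign, cut at about 8.5% in these data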;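 also: 0% = DMSO-only wells as the low control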
SIAE inh: blocks human sialic acid acetylesterase. inhibition, % at 9.66 µM. actives 0.69% (n = 370,000). SIAE FP-Rh probe binding, fluorescence polarization;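 active = inhibition above a cutoff: mean of compounds within the control limits plus 3 SD of those, cut at about 17% in these data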;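 also: 0% = plate median of compound wells and 100% = probe without SIAE protein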
Starred values were filed as active, the others as inactive; . = no result given.

SMILES	ASAP1 inh	PLCb3 inh	Tn6 DDE FP	DDE Tn7 FP inh	ADAM10 inh	PLCg1 inh	ARFGAP1 inh	TDP2 absorb	ADAM17 inh	SIAE inh
Cc1noc(C)c1S(=O)(=O)N(C)C[C@@H]1OCc2cnnn2CCCC(=O)N([C@@H](C)CO)C[C@@H]1C	3	1	-4	1	1	2	4	5	-3	-1
C/C(=N\NC(=O)c1ccccc1)c1cccc(Br)c1	7	1	4	-6	9	4	7	-18	1	2
Oc1ccc(Br)cc1C=Nc1ccc2[nH]ncc2c1	1	-19	4	-1	-124	-15	4	2	-38	2
Cc1ccc(NC(=O)CSCc2ccc(F)cc2)cc1	1	1	-2	-11	-8	0	7	-4	3	1
Cc1ccc(SCc2ccc(C(=O)N3CCCC3)cc2)cc1	1	-4	6	-1	-32	-3	-6	6	-11	6
O=C(O)CC(NC(=O)c1cccc([N+](=O)[O-])c1)c1ccc2c(c1)OCO2 (stereo not drawn)	5	0	0	7	-3	-2	2	12	-3	4
O=C(N/N=C/c1cccn1-c1cccc(C(=O)O)c1)Nc1ccccc1	2	3	2	1	3	2	4	-6	2	-2
CCCCn1c(N)c(N(CC(C)C)C(=O)c2cc(Br)c(Br)s2)c(=O)[nH]c1=O	9	-5	-1	7	-7	-2	-6	-4	-3	2
CC(C)(C)CC(C)(C)NC(=O)c1ccccc1	-11	1	0	-4	0	-2	-2	1	-1	-11
N#Cc1cn(OCc2ccccc2)c(=O)[nH]c1=O	3	5	-6	10	5	2	-4	-10	4	-2
N#CC1C(C#N)N2CCCN2C1c1ccc(Cl)cc1 (stereo not drawn)	-5	-9	1	5	-3	-6	-12	9	-1	13
Cc1noc(C)c1CSCC(=O)Nc1ccc(S(C)(=O)=O)cc1	-7	-8	-4	-1	-2	-2	10	6	-1	-5
COC(CNC(=O)CCc1c(C)nc2c(-c3ccc(F)cc3)c(C)nn2c1C)OC	-12	-53	7	0	-7	-39	-5	-7	-2	-5
COc1ccc(Cl)cc1NS(=O)(=O)c1cccc(C(=O)NCC(C)(C)N2CCOCC2)c1	3	-8	4	1	-38	-4	-17	-3	-2	5
CCOC(=O)c1c(C)[nH]c(C)c1C(=O)COC(=O)c1ccc([N+](=O)[O-])s1	-8	-5	3	-10	6	1	6	18	3	2
CSc1ccc(OC2CCCCC2NS(=O)(=O)c2ccccc2)cc1 (stereo not drawn)	2	2	2	3	-1	-3	-1	-9	3	-7
COc1ccc(-c2cc(C(F)(F)F)nc(SCC(=O)NCCCN3CCOCC3)n2)cc1	-11	-172	2	-3	-383	-156	8	-6	-119	8
O=C(NCCc1ccccc1)C1CCC(CNc2nc(=S)[nH]c3ccccc23)CC1 (stereo not drawn)	-5	-5	-1	2	1	1	-2	20	-4	5
COn1c(=O)c(-c2cccs2)[n+]([O-])c2ccccc21	3	-93	0	7	-72	-81	11	8	-27	1
COc1ccc(S(=O)(=O)N(C)C[C@@H]2OCc3cnnn3CCCC(=O)N([C@@H](C)CO)C[C@H]2C)cc1	-2	2	3	2	-10	-2	-9	2	-2	3
COc1ccccc1N1CC(C(=O)Nc2ccc(S(=O)(=O)N3CCCC3)cc2)CC1=O (stereo not drawn)	1	2	0	5	2	5	12	3	0	5
Cc1ccc(S(=O)(=O)NC[C@@H]2C[C@H](c3ccccc3)ON2S(=O)(=O)c2ccc(C)cc2)cc1	.	-3	-6	0	16	-1	.	4	7	-8
N#Cc1cccc(NC(=O)OC2CC3CC2[C@H]2CCCCN2C3)c1 (stereo partly drawn)	.	3	-7	7	-1	5	.	-9	-3	-1
C[N+](C)(C)CCC(=O)N1C/C(=C/c2ccccc2)C(=O)/C(=C\c2ccccc2)C1	4	-1	-6	-4	-5	-2	10	2	-1	-1
COc1cccc(NC(=O)c2sc(NC(=O)c3ccncc3)nc2C)c1	-10	-3	9	3	-5	2	-5	10	-2	-2

Shown with two lines to a compound: part of the list above
Order of values: ASAP1 inh, PLCb3 inh, Tn6 DDE FP, DDE Tn7 FP inh, ADAM10 inh, PLCg1 inh, ARFGAP1 inh, TDP2 absorb, ADAM17 inh, SIAE inh
> O=C(NCCc1ccccc1)C1CCC(CNc2nc(=S)[nH]c3ccccc23)CC1 (stereo not drawn)
    -5, -5, -1, 2, 1, 1, -2, 20, -4, 5
> COc1ccc(Cl)cc1NS(=O)(=O)c1cccc(C(=O)NCC(C)(C)N2CCOCC2)c1
    3, -8, 4, 1, -38, -4, -17, -3, -2, 5
> N#Cc1cccc(NC(=O)OC2CC3CC2[C@H]2CCCCN2C3)c1 (stereo partly drawn)
    ., 3, -7, 7, -1, 5, ., -9, -3, -1

More results follow:
SMILES	ASAP1 inh	PLCb3 inh	Tn6 DDE FP	DDE Tn7 FP inh	ADAM10 inh	PLCg1 inh	ARFGAP1 inh	TDP2 absorb	ADAM17 inh	SIAE inh
CCOC(=O)c1c(C)[nH]c(C(=O)OCC(=O)Nc2cccnc2Cl)c1C	-3	-6	-4	-3	-11	6	0	1	-2	-3
Cc1ccc(C(=O)Nc2ccc(N3CCCCC3)cc2)cc1	-3	-1	-2	-6	-8	2	1	9	-3	12
Cc1ccc(C)c(N2CCN(C(=O)CC3Sc4ccccc4NC3=O)CC2)c1 (stereo not drawn)	3	1	1	2	-5	-1	3	0	5	-5
CCOC(=O)CCNC(=O)N1CCCC(C(=O)c2ccccc2SC)C1 (stereo not drawn)	10	-7	-8	1	-7	-3	3	-5	-5	-2
Cc1cnc(NC(=O)C2COc3ccccc3O2)s1 (stereo not drawn)	-1	2	2	-1	2	8	-10	-7	5	1
CC1(C(=O)NS(=O)(=O)c2ccc(Br)cc2)CCN1C(=O)CCc1ccccc1 (stereo not drawn)	-9	-9	-1	1	-5	-4	-5	5	-1	-4
CCCCc1nnc(NC(=O)c2ccc(N3CCCC3=O)cc2)s1	2	-9	3	0	2	1	12	4	-5	-1
Cc1nn(-c2ccccc2)c(N)c1-c1ccccc1	-3	-4	-3	3	13	3	2	-9	-2	-1
O[C@@H]1C2CCCC1[C@]1(O)CCCCC1C2 (stereo partly drawn)	-4	2	-2	-2	-1	1	12	-4	-2	-2
COc1ccc(-c2nc(N)nc(C(F)(F)F)c2-c2cscn2)c(O)c1	9	-3	-3	-11	0	2	0	2	-1	-4
O=C1[C@H]2[C@@H](c3ccc(Cl)cc3)N3C(=O)N(c4cccc(Cl)c4)C(=O)[C@@]3(Cc3ccccc3)[C@H]2C(=O)N1C1CCCCC1	4	-1	-5	4	-1	2	12	6	0	-15
O=c1[nH]n(-c2ccc(F)cc2)c2ncccc12	-8	-7	5	-1	-1	-6	-8	-6	-4	3
COc1ccccc1Nc1n[nH]c(=S)s1	2	-4	0	0	-8	-1	-9	1	-5	6
O=C(COc1cccc(C(F)(F)F)c1)N1CCN(c2ccc(O)cc2)CC1	8	-12	7	0	-9	-2	13	-6	-3	3
Cc1ccccc1Oc1cc(NC(=O)CCCn2nc(C)c([N+](=O)[O-])c2C)cc([N+](=O)[O-])c1	3	-4	-3	-2	19	-1	8	1	8	-26
O=C(O)c1ccc(NCc2nc3ccccc3n2CCOc2ccccc2Cl)cc1	1	0	-8	3	0	1	3	5	-2	-1
C#Cc1ccc([C@H]2C=C(C(=O)OCC=C)O[C@@H](OCc3ccc(CO)cc3)C2)cc1	9	-10	3	4	-7	-5	-3	2	-3	-5
O=C(COC(=O)c1ccccn1)Nc1cc(Cl)ccc1Cl	0	-3	7	5	-11	4	1	4	-1	1
N=C(N)SCc1nc2ccccn2c1Br	-4	3	-3	12	-6	2	-7	0	-3	2
C/C(Cl)=C\Cn1c(N2CCCC2)nc2c1c(=O)n(C)c(=O)n2C	16	-6	-10	-2	-2	0	5	3	-7	8
COc1cc(C=O)c(Br)cc1OCc1ccc(C)cc1	14	-14	0	-11	4	-2	-13	5	0	-2
Cc1ccc(N(CC(=O)NCc2ccc(F)cc2)S(=O)(=O)c2c(C)nn(C)c2C)cc1	-3	-10	-8	2	-2	2	-6	-13	-2	-4
CCOC(=O)c1c(-c2cccc(N)c2)cn2ccccc12	-3	-4	0	-4	-4	-1	5	7	1	-1
CC1C(=O)N2CCCc3cc(S(=O)(=O)N(C)Cc4ccccc4)cc1c32 (stereo not drawn)	1	-16	0	-3	-3	-6	2	15	-6	7
CCN(c1ccccc1)S(=O)(=O)c1cnc[nH]1	-5	5	4	-4	-2	-2	-3	-7	0	1
Nc1nonc1C(=O)NCCNCc1ccccc1	-16	0	1	-6	-3	1	-5	-3	-3	-3
O=C(c1ccc2c(c1)OCO2)N1CCC(Oc2cccnc2)CC1	.	-4	6	5	-4	0	.	-3	-6	-3

Of the compounds above, three have a COOH group.
SMILES	ASAP1 inh	PLCb3 inh	Tn6 DDE FP	DDE Tn7 FP inh	ADAM10 inh	PLCg1 inh	ARFGAP1 inh	TDP2 absorb	ADAM17 inh	SIAE inh
O=C(O)CC(NC(=O)c1cccc([N+](=O)[O-])c1)c1ccc2c(c1)OCO2 (stereo not drawn)	5	0	0	7	-3	-2	2	12	-3	4
O=C(N/N=C/c1cccn1-c1cccc(C(=O)O)c1)Nc1ccccc1	2	3	2	1	3	2	4	-6	2	-2
O=C(O)c1ccc(NCc2nc3ccccc3n2CCOc2ccccc2Cl)cc1	1	0	-8	3	0	1	3	5	-2	-1
